PGK inhibitor: qHTS Assay to Find Inhibitors of Phosphoglycerate Kinase | Phosphoglycerate kinase, glycosomal (Trypanosoma brucei brucei), P07378 | 0.043% of 380,000 active | PGK/GAPDH coupled, Kinase-Glo luminescence, 60 min | Potency, µM (top dose mostly 57.5 µM), for inactives: at the highest dose activity change, negative = inhibition, actives largely listed as inhibitors; further: potency means the concentration at half of the fitted maximal effect; on the % scale 0 is the no-effect control and ±100 the full control effect; nearly all actives have a fitted effect of over 60% in size
Target sequence (P07378 whole entry, looked up): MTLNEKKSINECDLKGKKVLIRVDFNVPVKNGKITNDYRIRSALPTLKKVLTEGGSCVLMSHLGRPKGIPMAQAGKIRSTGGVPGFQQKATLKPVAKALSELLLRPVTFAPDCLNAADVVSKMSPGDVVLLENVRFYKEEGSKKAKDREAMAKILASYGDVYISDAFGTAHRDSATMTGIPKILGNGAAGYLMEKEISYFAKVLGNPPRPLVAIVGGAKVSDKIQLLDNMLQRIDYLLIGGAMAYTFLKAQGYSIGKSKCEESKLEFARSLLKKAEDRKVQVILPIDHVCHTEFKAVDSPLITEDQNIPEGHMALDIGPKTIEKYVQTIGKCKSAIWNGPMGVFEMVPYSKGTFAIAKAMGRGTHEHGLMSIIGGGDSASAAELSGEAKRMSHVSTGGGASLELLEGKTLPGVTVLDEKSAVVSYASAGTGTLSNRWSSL
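Luminescent ATP detection (Kinase-Glo Plus) follows a 60-minute room-temperature incubation, with wells lacking PGK as controls. Buffer: 100 mM TEA (pH 7.6), 5 mM MgCl2, 0.01% Tween-20. Coupling enzyme GAPDH (100 nM final) supplies unstable 1,3-BPG in-well.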
USP1-UAF1 inh: Inhibitors of USP1/UAF1: Primary Screen; Ubiquitin carboxyl-terminal hydrolase 1 (Homo sapiens), O94782; recombinant USP1/UAF1, Ub-Rhodamine cleavage fluorescence; Potency, µM (series often up to 57.1 µM), for the others: top-dose activity change, negative = inhibition, most hits filed as inhibitors; 0.23% of 390,000 active; AID 743255, 2014; further: potency means the concentration at half of the fitted maximal effect; on the % scale 0 is the no-effect control and ±100 the full control effect; nearly all actives have a fitted effect of over 60% in size; inactives centre near -12
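In this screen, compounds sit with the deubiquitinase complex (1nM) for 15 min at room temperature before Ub-Rho is added at 150nM final. Fluorescence rise is then followed for 6 reads every 60 seconds.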
Pin1 inhibitor: qHTS Assay to Find Inhibitors of Pin1; Potency, µM (doses to about 115 µM), for inactives: at the top dose activity, negative = inhibition, actives largely listed as inhibitors; 0.009% of 390,000 active; Pin1 FP peptide displacement, HiFluor488, 10 min; AID 504891, 2011; active means well fitted inhibition curve with a large enough effect in the polarisation, with a control signal flat, not every such curve was filed as active; inconclusive means small, poorly fitted or top-dose-only effect, or effect the other way, or a change in a side signal; inactive means no such curve, though single readings can be large or run the other way; the % refers to the polarisation; further: potency means the concentration at half of the fitted maximal effect; on the % scale 0 is the no-effect control and ±100 the full control effect
Target sequence (Q13526 whole entry, looked up): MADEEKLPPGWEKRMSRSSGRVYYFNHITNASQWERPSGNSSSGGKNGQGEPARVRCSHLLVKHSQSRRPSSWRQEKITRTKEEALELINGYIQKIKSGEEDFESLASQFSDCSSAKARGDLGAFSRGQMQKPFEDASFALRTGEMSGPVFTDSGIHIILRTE
mIDH1 inhibitor: qHTS for Inhibitors of mutant isocitrate dehydrogenase 1 (IDH1): qHTS; Isocitrate dehydrogenase [NADP] cytoplasmic (Homo sapiens), O75874; Potency, µM (series often up to 76.6 µM), without a hit: at the highest dose activity change, negative = inhibition, hits mostly inhibitors; 0.093% of 390,000 active; IDH1-R132H enzyme, NADPH consumption, diaphorase/resazurin fluorescence; further: potency means the concentration at half of the fitted maximal effect; on the % scale 0 is the no-effect control and ±100 the full control effect; nearly all actives have a fitted effect of over 65% in size
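IDH1-R132H (0.5 ug/mL dispensed) in pH 7.5 Tris buffer was preincubated 30 min with compound, then given a substrate mix of 0.016 mM NADPH and 2 mM alpha-KG for 80 min at room temperature; remaining NADPH was read by diaphorase/resazurin fluorescence.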
HP1b binding inh: HTS for Inhibitors of HP1-beta Chromodomain Interactions with Methylated Histone Tails | Chromobox protein homolog 1 (Homo sapiens), P83916 | AlphaScreen HP1-beta / biotin-H3K9me3 peptide binding | Potency, µM (titrated, usually from 114 µM), without a hit: at the highest dose activity change, negative = inhibition, usual class: inhibitors | 0.56% of 390,000 active; further: potency means the concentration at half of the fitted maximal effect; nearly all actives have a fitted effect of over 70% in size; inactives centre near 23
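Compound inhibition of the preformed complex between 50 nM HP1-beta and 50 nM biotinylated H3K9me3 peptide was read by AlphaScreen. Buffer was PBS pH 7.4 with 0.01% Tween-20. Incubations ran 30 min at room temperature, with 10 ug/mL donor/acceptor beads.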
TrxR1 inh: qHTS Assay for Inhibitors of Mammalian Selenoprotein Thioredoxin Reductase 1 (TrxR1): qHTS; Thioredoxin reductase 1, cytoplasmic (Rattus norvegicus), O89049; recombinant rTrxR1, NADPH fluorescence consumption, selenite substrate; 1% of 390,000 active; Potency, µM (titrated, usually from 114 µM), for inactives: at the top dose activity change, negative = inhibition, usual class: inhibitors; further: potency means the concentration at half of the fitted maximal effect; on the % scale 0 is the no-effect control and ±100 the full control effect; nearly all actives have a fitted effect of over 65% in size
Target sequence (O89049 whole entry, looked up): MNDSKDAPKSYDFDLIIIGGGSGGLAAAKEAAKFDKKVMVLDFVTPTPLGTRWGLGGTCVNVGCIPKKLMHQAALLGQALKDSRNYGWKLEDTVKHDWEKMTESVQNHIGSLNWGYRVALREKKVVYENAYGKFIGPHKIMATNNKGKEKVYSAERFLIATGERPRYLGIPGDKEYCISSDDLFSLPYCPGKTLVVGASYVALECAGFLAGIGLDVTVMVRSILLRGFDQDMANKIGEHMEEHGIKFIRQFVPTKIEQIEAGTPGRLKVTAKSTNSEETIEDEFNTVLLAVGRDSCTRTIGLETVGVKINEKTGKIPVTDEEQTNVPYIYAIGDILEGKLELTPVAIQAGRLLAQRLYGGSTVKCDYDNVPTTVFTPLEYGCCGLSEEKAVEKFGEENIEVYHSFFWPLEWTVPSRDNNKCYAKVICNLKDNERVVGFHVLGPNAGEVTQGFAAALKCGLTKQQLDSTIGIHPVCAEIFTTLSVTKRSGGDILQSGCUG
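Rat TrxR1 (90 nM in the dispensed reagent) was pre-reduced with 400 uM NADPH for 5 min at room temperature, then incubated with compound for 15 min. After 400 uM selenite was added, NADPH fluorescence (Ex 340/Em 450 nm) was followed for 8 min.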
TrxR1 substrate: qHTS Assay for Substrates of Mammalian Selenoprotein Thioredoxin Reductase 1 (TrxR1): qHTS; Thioredoxin reductase 1, cytoplasmic (Rattus norvegicus), O89049; purified TrxR1 substrate turnover, NADPH consumption readout; Potency, µM (series often up to 114 µM), for the others: at the top dose activity change, negative = substrate turnover; 0.01% of 390,000 active; AID 588456, 2011; further: potency means the concentration at half of the fitted maximal effect; on the % scale 0 is the no-effect control and ±100 the full control effect; nearly all actives have a fitted effect of over 50% in size
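Rat TrxR1, dispensed at 90 nM, was prereduced with 400 uM NADPH (final) for 5 min at ~22 deg C, then incubated with compound 15 min before 400 uM selenite. A first-read NADPH fluorescence drop versus no-compound background flagged substrates.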
PI4K2A block: qHTS for small molecular inhibitors of PI4K2A; 0.13% of 420,000 active; purified PI4K2A, ADP-Glo luminescence, 1 h; stronger effect = lower value; Phosphatidylinositol 4-kinase type 2-alpha (Homo sapiens), Q9BTU6; activity change, negative = inhibition, % at 76.9 µM; in the data active means activity change below about -50%; inconclusive means mostly about -30% to -49%;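 further: -100% = wells without enzyme as full effect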
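PI4K2A activity was measured by ADP-Glo luminescence: enzyme (4 ug/mL stock) and phosphatidylinositol (1.2 mM stock) in Tris pH 7.5/MgCl2/EGTA/Triton X-100 buffer were reacted with ATP (300 microM stock) for one hour at ambient temperature.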
GLS inhibitor: qHTS for Inhibitors of Glutaminase (GLS); AID 624170, 2012; Potency, µM (highest dose often 45.5 µM), for inactives: top-dose activity change, negative = inhibition, actives largely listed as inhibitors; Glutaminase kidney isoform, mitochondrial (Homo sapiens), O94925; GLS enzymatic activity, qHTS titration; 0.21% of 410,000 active; further: potency means the concentration at half of the fitted maximal effect; on the % scale 0 is the no-effect control and ±100 the full control effect
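Glutamate formation by hKGA was monitored fluorometrically using coupled glutamate oxidase, HRP and Amplex Red. Substrate was added as 1 mM L-glutamine solution; incubation was 30 min at RT after an initial read.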
The depositor's hits bear a star; i = inactive; ? = inconclusive; . = not tested or not shown; [ ] = dose if it differs, or a comment. Unless noted, the call rests on the fitted dose curve; in most records, active means well fitted curve in the direction sought with a large enough effect; inconclusive means small, poorly fitted or top-dose-only effect, or another doubt; inactive means no such curve, though single readings can be large; an effect the other way counts as inactive or inconclusive. Some of the compounds tested, so the mix of outcomes need not match the whole.

#	Molecule	PGK inhibitor	USP1-UAF1 inh	Pin1 inhibitor	mIDH1 inhibitor	HP1b binding inh	TrxR1 inh	TrxR1 substrate	PI4K2A block	GLS inhibitor
1	CN1CCC23c4c5ccc(O)c4O[C@@H]2[C@H](O)C=CC3C1C5 (stereo partly drawn)	-11%	-18%	2%	-8%	-1%	17%	2%	2	45%[activator]
2	COc1ccc(CNC(C)Cc2cccs2)cc1 (stereo not drawn)	i	-16%	-2%	4%	25%	9%[57.1 µM]	5%[57.1 µM]	0	0%
3	CCCC[C@@H](C)C[C@@H](C)C(=O)N(C)[C@@H](CC(C)C)C(=O)N[C@H](C(=O)N(C)[C@H](C(=O)N1C[C@@H](O)C[C@H]1C(=O)N1C(=O)C=C[C@@H]1C)C(C)C)C(C)OC(C)=O (stereo partly drawn)	-9%	?	?	?	22%	-22%	-11%	-2	-1%
4	O=C(N=Nc1c(O)[nH]c(=O)[nH]c1=O)C1COc2ccccc2O1 (stereo not drawn)	-5%	?	-8%	-2%	29%	8%[57.1 µM]	7%[57.1 µM]	-8	6%
5	CC(=Nc1ccc2c(c1)CCC2)c1c(O)n(C)c(=O)n(C)c1=O	3%	-15%	-10%	2%	26%	3%	2%	2	-1%
6	Cc1ccccc1-n1nc(C)c2c1NC(=O)CSC2c1ccccc1C(F)(F)F (stereo not drawn)	.	11%	1%	.	29%	7%	0%	-1	3%
7	COC(=O)C1=C(c2ccc(F)cc2OCc2ccccc2)C[C@@H]2CC[C@H]1N2C(=O)NCCc1ccc(F)cc1	-9%	-26%	-8%	4%	35%	21%[57.1 µM]	8%[57.1 µM]	-1	3%
8	CCOC(=O)c1c(C)n(Cc2ccccc2)c2ccc(OCC(O)CNC(C)(C)C)cc12 (stereo not drawn)	-5%	?	-1%	0%	-9%	18%	7%	-1	5%
9	CCN(CC)C(=O)c1ccc(N2C(=O)C3CC=C(Cl)CC3C2=O)cc1 (stereo not drawn)	-7%	-17%	-10%	0%	40%[activator]	13%[57.1 µM]	14%[57.1 µM]	0	-2%
10	COc1ccc2c3c1OC1C(O)C=CC4C(C2)[N+](C)(C)CCC341 (stereo not drawn)	.	-19%	-1%	-4%	?	-7%	-3%	-11	2%
11	Fc1ccccc1N1CCN(Cc2ccc3c(c2)OCO3)CC1	-5%	-17%	-8%	0%	?	-2%	-5%	10	0%
12	O=P(O)(O)Oc1ccccc1P(=O)(c1ccccc1)c1ccccc1	i	-18%	-19%	5%	23%	17%	2%	-1	10%
13	Cc1cccc2c(CCN)c[nH]c12	i	-10%	-2%	0%	15%	16%	-1%	3	15%
14	CC1(C(=O)O)CC12c1ccccc1-c1ccccc12 (stereo not drawn)	-3%	-9%	-1%	6%	38%	3%[11.4 µM]	4%[11.4 µM]	-1	0%
15	C[N+]1=C(/C=C/Nc2ccccc2)C(C)(C)c2ccccc21	7%	1%	17%	0%	16%	-24%	-11%	0	11%
16	CC(=O)O[C@]1(C)C(=O)OC/C2=C/CN(C)CCC(OC(=O)[C@@](O)(C(C)O)C[C@H]1C)C2=O (stereo partly drawn)	-3%	-4%	4%	-7%	17%	13%	-2%	0	-7%
17	Cc1c(O)c2ccccc2n(-c2ccccc2)c1=O	8%	-13%	-1%	9%	12%	6%[57.1 µM]	41%[activator][57.1 µM]	0	2%
18	COc1c(C)cc(C(=O)C2CCCN(Cc3cnc(C)s3)C2)cc1C (stereo not drawn)	i	-10%	-3%	7%	-7%	8%[57.1 µM]	3%[57.1 µM]	-3	-4%
19	COC(=O)C1=C(c2cccc(OCc3ccccc3)c2)C[C@@H]2CC[C@H]1N2C(=O)NCc1cccc(OC)c1	-2%	-34%	22%	-2%[38.3 µM]	19%	13%	-1%	-1	3%
20	CC(C)(C)n1cc(C(=O)c2ccc3ccccc3c2O)cn1	0%	-24%	-2%	8%	99%[activator]	12%[57.1 µM]	0%[57.1 µM]	4	4%
21	C=C1C(=O)O[C@@H]2C[C@@H](C)[C@H]3C=CC(=O)[C@]3(O)C[C@@H]12	7%	?	89%[activator]	-4%	48%[activator]	11%	10%	?	-26%
22	CC(C)CN1Cc2ccccc2-n2nncc2C1	-10%	-21%	.	12%	.	.	.	-3	-2%
23	C/C=C/CC1(CC)C(=O)NC(=S)NC1=O	-2%	-2%	0%	13%	34%	15%[57.1 µM]	8%[57.1 µM]	0	-1%
24	CCOC(=O)N1CCN(C(C)C(=O)c2c[nH]c3ccccc23)CC1 (stereo not drawn)	-2%	-1%	5%	0%	27%	-19%	-8%	-7	14%
25	O=[N+]([O-])c1ccc(-[n+]2c(-c3ccccc3)cc(-c3ccccc3)cc2-c2ccccc2)cc1	-5%	-13%	-1%	-11%	8%	-4%	-13%	-4	31%[activator]

Some of the entries so far, in transposed form:
18	COc1c(C)cc(C(=O)C2CCCN(Cc3cnc(C)s3)C2)cc1C (stereo not drawn)
13	Cc1cccc2c(CCN)c[nH]c12
15	C[N+]1=C(/C=C/Nc2ccccc2)C(C)(C)c2ccccc21

| screen / no. | 18 | 13 | 15 |
| --- | --- | --- | --- |
| PGK inhibitor | i | i | 7% |
| USP1-UAF1 inh | -10% | -10% | 1% |
| Pin1 inhibitor | -3% | -2% | 17% |
| mIDH1 inhibitor | 7% | 0% | 0% |
| HP1b binding inh | -7% | 15% | 16% |
| TrxR1 inh | 8%[57.1 µM] | 16% | -24% |
| TrxR1 substrate | 3%[57.1 µM] | -1% | -11% |
| PI4K2A block | -3 | 3 | 0 |
| GLS inhibitor | -4% | 15% | 11% |

Carrying on:
#	Molecule	PGK inhibitor	USP1-UAF1 inh	Pin1 inhibitor	mIDH1 inhibitor	HP1b binding inh	TrxR1 inh	TrxR1 substrate	PI4K2A block	GLS inhibitor
26	O=C(NN=Cc1ccc(N(CCCl)CCCl)cc1)C(=O)c1c[nH]c2ccccc12	-3%	?	?	0%	5%[57 µM]	-2%[2.29 µM]	7%[57.1 µM]	-1	-3%
27	Cc1ccc(C2=NN(CCC(=O)N3CCC4(CC3)OCCO4)C(=O)CC2)cc1	7%	2%	2%	9%	21%	2%	-1%	-14	-9%
28	CN(C)C(=O)Oc1ccc2nnc3ccnn3c2c1	-2%	-16%	?	2%	21%	-5%[57.1 µM]	8%[57.1 µM]	-11	0%
29	O=C1/C(=C/c2ccncc2)N2CCC1CC2	-10%	-12%	3%	0%	50%[activator]	-18%	11%	-1	-4%
30	Cc1cc(N2C(=O)C3CCCN3C2c2ccc(Cl)c(Cl)c2)no1 (stereo not drawn)	-3%	-15%	-1%	5%	5%	4%	-4%	-6	3%
31	O=C1C=C2C=C[C@@H]3CC2(O1)[C@H]1CCCCN31	7%	-28%	-4%	-2%	32%	-19%	-6%	-1	37%[activator]
32	COc1cccc(C2=CC(c3cc(Br)ccc3F)n3nnnc3N2)c1 (stereo not drawn)	i	-13%	12%	-22%	64%[activator]	24%[57.1 µM]	9%[57.1 µM]	9	4%
33	COC(=O)CSc1n[nH]c(=S)s1	i	-15%	-6%	6%	28µM*	-12%	-3%	3	-2%
34	COc1ccc(C)cc1NC(=O)c1cccn(Cc2cccc([N+](=O)[O-])c2)c1=O	-4%	-31%	?	10%	36%	14%[57.1 µM]	6%[57.1 µM]	-3	1%
35	Cc1cc(/C=C2\C(=O)NC(=O)N(c3cccc(F)c3)C2=O)c(C)n1-c1cc(C(=O)O)cc(C(=O)O)c1	?	-21%	?	-3%	-14%	-46%	-16%	-3	35%[activator]
36	COC(=O)C1=C(c2ccccc2)C[C@@H]2CC[C@H]1N2C(=O)NCCCOC(C)C	10%	15%	-1%	8%	67%[activator]	4%	-4%	2	-1%
37	Cc1cc(C)c(-n2c(O)c(/C=N/N3CCCCC3c3cccnc3)c(=O)[nH]c2=O)c(C)c1 (stereo not drawn)	-11%	-17%	?	14%	29%	-7%	-3%	-3	15%
38	O=[P+](Cc1ccccc1)Cc1ccccc1	-6%	-27%	-1%	2%	19%	8%	1%	1	0%
39	CC(=O)Nc1ccc(OC(=O)N(C)c2ccc(C)cc2)cc1	-10%	-19%	1%	-2%	23%	24%	-1%	-3	-2%
40	Cc1nc2nc(C)c(CCC(=O)N3CCC4(CC3)OCCO4)c(C)n2n1	-7%	0%	-2%	4%	10%	10%	5%	9	5%
41	Cc1cccc(-c2nn3c(=O)cc(CN4CCN(C(=O)COc5ccc(Cl)cc5)CC4)nc3s2)c1	-8%	-14%	4%	-12%	16%[57 µM]	2%[57.1 µM]	3%[57.1 µM]	-4	-5%

High-throughput results: PubChem BioAssay, National Center for Advancing Translational Sciences (NCATS)
